LYPLA2 counter: counter-screen for PME1 inhibitors: inhibitors of human LYPLA2 | AID 2177 | recombinant LYPLA2, FP-Rh probe fluorescence polarization | O95372 | 320,000 tested, 0.38% active | inhibition, % at 5.9 µM;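 active = inhibition above the screen-wide mean plus 3 SD, limit set per campaign, cut at about 26% in these data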;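 note: 0% = LYPLA2 with DMSO and 100% = wells lacking LYPLA2 enzyme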
EBNA-1 inhibitor: blocks EBNA-1 binding to DNA. EBNA-1 DNA binding, fluorescence polarization. inhibition, % at 14.8 µM. 300,000 tested, 0.34% active. AID 1950; in the data active = inhibition above about 28%
GSTO1 inh: GSTO1 inhibition, counter-screen for RBBP9 inhibitors | recombinant GSTO1, activity-based probe fluorescence polarization | AID 1974 | inhibition, % at 5.96 µM | 300,000 tested, 1.1% active | P78417;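 active = inhibition above the campaign mean inhibition plus 3 SD, cut at about 35% in these data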;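 note: 0% = GSTO1-1 with DMSO and 100% = wells lacking GSTO1-1 enzyme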
Target sequence (P78417 whole entry, looked up): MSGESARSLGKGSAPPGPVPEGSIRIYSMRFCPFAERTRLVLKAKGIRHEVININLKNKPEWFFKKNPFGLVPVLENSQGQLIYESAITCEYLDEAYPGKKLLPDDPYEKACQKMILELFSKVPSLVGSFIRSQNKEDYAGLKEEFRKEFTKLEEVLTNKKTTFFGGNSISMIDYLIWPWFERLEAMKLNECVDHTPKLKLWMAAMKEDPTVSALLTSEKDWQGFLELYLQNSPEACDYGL
PAD4 inh: blocks human protein arginine deiminase 4; 330,000 tested, 0.41% active; recombinant PAD4, RCA probe fluorescence polarization; inhibition, % at 6.36 µM; Q9UM07;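 active = percent inhibition above a cutoff equal to the mean of all tested compounds plus 3 SD, cut at about 15% in these data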;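 note: 0% = PAD4 with RCA probe and DMSO and 100% = probe without PAD4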
PAFAH2 inh: PAFAH2 (human) inhibition | Q99487 | recombinant PAFAH2, FP-rhodamine activity probe, fluorescence polarization | inhibition, % at 3.39 µM | 340,000 tested, 0.99% active | AID 492956;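 active = inhibition above the mean over all tested compounds plus 3 SD, cut at about 30% in these data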;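 note: inhibitors block probe labeling of enzyme so polarization drops; 0% = enzyme with DMSO and 100% = wells lacking PAFAH2 protein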
PREPL inh: inhibits the human prolyl oligopeptidase-like enzyme; inhibition, % at 5.96 µM; 320,000 tested, 0.68% active; AID 2751; recombinant PREPL, fluorescence polarization activity-based probe; in the data active = inhibition above about 43%;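 note: 0% = enzyme with DMSO and 100% = wells lacking enzyme; many of its hits are not listed in these tables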
Target sequence (Q4J6C6 whole entry, looked up): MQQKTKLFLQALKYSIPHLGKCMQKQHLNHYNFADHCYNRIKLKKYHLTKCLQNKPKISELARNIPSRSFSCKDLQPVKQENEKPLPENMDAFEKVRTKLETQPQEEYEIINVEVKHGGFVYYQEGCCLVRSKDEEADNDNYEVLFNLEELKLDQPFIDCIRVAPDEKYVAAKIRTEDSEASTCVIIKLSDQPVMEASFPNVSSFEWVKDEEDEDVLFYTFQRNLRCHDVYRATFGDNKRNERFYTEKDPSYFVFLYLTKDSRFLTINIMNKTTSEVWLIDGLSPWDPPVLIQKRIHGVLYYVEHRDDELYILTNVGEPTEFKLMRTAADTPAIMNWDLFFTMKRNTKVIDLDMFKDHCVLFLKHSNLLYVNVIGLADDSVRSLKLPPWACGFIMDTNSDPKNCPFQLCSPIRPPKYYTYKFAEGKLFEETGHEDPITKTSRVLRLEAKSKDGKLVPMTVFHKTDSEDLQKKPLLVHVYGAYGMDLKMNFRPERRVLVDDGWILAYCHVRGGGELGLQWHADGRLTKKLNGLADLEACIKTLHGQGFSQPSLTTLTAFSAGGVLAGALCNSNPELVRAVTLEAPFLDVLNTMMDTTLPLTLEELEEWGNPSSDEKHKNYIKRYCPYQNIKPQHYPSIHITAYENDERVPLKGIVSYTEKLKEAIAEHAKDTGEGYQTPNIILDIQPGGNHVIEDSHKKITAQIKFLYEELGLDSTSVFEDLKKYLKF
PAFAH1B3 inh: inhibitors of human PAFAH1B3; AID 492972; 340,000 tested, 0.28% active; inhibition, % at 3.39 µM; recombinant PAFAH1B3, FP-rhodamine probe, fluorescence polarization;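 active = inhibition above the screen-wide average of all tested compounds plus 3 SD, cut at about 25% in these data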;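 note: 0% = enzyme with DMSO only and 100% = wells lacking PAFAH1B3 protein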
ZTA counter: ZTA (EBV) inhibition in EBNA-1 counter-screen. ZTA-DNA binding, fluorescence polarization. inhibition, % at 11 µM. 320,000 tested, 0.15% active. AID 2234; in the data active = inhibition above about 33%
LYPLA1 inh: blocks human lysophospholipase 1, a PME1 counter-screen; inhibition, % at 5.9 µM; O75608; 320,000 tested, 0.16% active; AID 2174; recombinant LYPLA1, FP-Rh probe fluorescence polarization;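 active = inhibition above the mean of all tested compounds plus 3 SD, set per campaign, cut at about 14% in these data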;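 note: inhibitors block serine hydrolase probe labeling of LYPLA1 so polarization falls; 0% = enzyme with DMSO and 100% = wells lacking LYPLA1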
* = called active by the depositor; · = not tested or not shown.

SMILES	LYPLA2 counter	EBNA-1 inhibitor	GSTO1 inh	PAD4 inh	PAFAH2 inh	PREPL inh	PAFAH1B3 inh	ZTA counter	LYPLA1 inh
COC(=O)CCC(=O)NC(=S)Nc1ccc(S(=O)(=O)N2CCCC2)cc1	-0.6	-3.2	1.7	-3.0	3.8	12.6	7.7	9.0	-0.3
CNC[C@@H]1Oc2ccc(NC(=O)Nc3ccccc3)cc2C(=O)N([C@@H](C)CO)C[C@H]1C	·	·	·	6.7	3.7	4.3	16.3	·	·
CCc1ccc(OCC(=O)Nc2ccncc2)c(Br)c1	14.6	-5.3	2.0	0.0	1.5	-14.5	-1.2	6.2	-1.6
COc1cccc(C(=O)OCC(=O)NCCNC(=O)COC(=O)c2cccc(OC)c2OC)c1OC	6.4	-2.9	5.2	-0.5	-2.6	6.8	5.9	-3.2	2.1
COc1ccc(S(=O)(=O)N2CCCCC2)cc1NC(=O)C1CCCO1 (stereo unspecified)	2.1	-6.0	2.4	-0.9	2.8	9.2	-2.1	-2.1	3.0
CCn1cc(C(=O)Nn2cnnc2)c(=O)c2ccc(C)nc21	-1.3	-2.5	6.1	-3.8	-4.3	16.0	1.3	-3.1	0.8
CN1C(=O)C(=O)N(CC(=O)N2CCc3ccccc32)C1=O	0.7	3.9	-2.5	-5.0	-1.4	13.4	3.6	2.1	0.1
CS(=O)(=O)N(CC(=O)N1CCCC1)Cc1ccc(F)cc1	2.0	-6.1	8.4	-5.0	11.3	-0.9	6.1	-2.0	4.2
O=C(c1ccc(Cl)cc1)N1CCN(c2cccc3[nH]ccc23)CC1	-1.2	-12.7	-1.4	1.4	-6.8	24.6	0.7	-20.0	0.2
CCN(CC)CCCn1c(=S)[nH]c2ccccc2c1=O	1.9	0.3	13.2	1.0	7.2	15.4	4.3	-1.4	1.3
CCS(=O)(=O)N1N=C(c2ccccc2)CC1c1ccc2nccnc2c1 (stereo unspecified)	6.2	-10.2	2.5	1.3	-0.3	-5.7	4.7	2.3	7.8
COc1ccc2cc(C(C)=O)c(=O)oc2c1	2.0	-19.6	-2.5	-3.5	-2.1	-0.9	5.8	-17.8	3.6
Cc1ccc(S(=O)(=O)N2CCOCC2)cc1NC(=O)COC(=O)c1ccc(Cl)s1	·	·	·	-10.0	44.1*	21.7	5.7	·	·
Cc1ccc(NC2CCCN(C(=O)c3cn(C)c4ccccc34)C2)cc1C (stereo unspecified)	0.7	-4.5	2.2	8.0	-2.4	23.2	16.8	-3.6	0.4
CCCc1nc(NCc2ccco2)c(C#N)c2c1COC(C)(C)C2	4.0	-0.9	1.9	2.4	1.1	10.8	-0.4	17.2	0.5

In the list so far, 3 contain four or more nitrogen atoms:
SMILES	LYPLA2 counter	EBNA-1 inhibitor	GSTO1 inh	PAD4 inh	PAFAH2 inh	PREPL inh	PAFAH1B3 inh	ZTA counter	LYPLA1 inh
CNC[C@@H]1Oc2ccc(NC(=O)Nc3ccccc3)cc2C(=O)N([C@@H](C)CO)C[C@H]1C	·	·	·	6.7	3.7	4.3	16.3	·	·
CCn1cc(C(=O)Nn2cnnc2)c(=O)c2ccc(C)nc21	-1.3	-2.5	6.1	-3.8	-4.3	16.0	1.3	-3.1	0.8
CCS(=O)(=O)N1N=C(c2ccccc2)CC1c1ccc2nccnc2c1 (stereo unspecified)	6.2	-10.2	2.5	1.3	-0.3	-5.7	4.7	2.3	7.8

(continued)
SMILES	LYPLA2 counter	EBNA-1 inhibitor	GSTO1 inh	PAD4 inh	PAFAH2 inh	PREPL inh	PAFAH1B3 inh	ZTA counter	LYPLA1 inh
CCOC(=O)c1[nH]c(C)c(C(=O)N2CCN(C(=O)c3ccco3)CC2)c1C	1.6	14.2	-5.3	3.2	3.4	2.4	3.1	7.9	-2.2
C=CCNc1oc(-c2ccc(-c3ccccc3)cc2)nc1C#N	·	·	·	-5.7	-3.8	9.3	1.1	·	·
O=c1[nH]c2ccccc2c(O)c1-c1ccccc1	1.5	5.8	-1.3	1.6	-3.0	2.0	7.5	6.0	1.6
Cc1cccc(C(C)C)c1NC(=O)C(C)OC(=O)Cc1n[nH]c(=O)c2ccccc12 (stereo unspecified)	6.4	3.6	7.6	-1.2	-4.4	2.0	12.5	2.3	1.7
Cc1c(CN2CCCC(C(=O)c3cccc(OC(C)C)c3)C2)c(=O)n(-c2ccccc2)n1C (stereo unspecified)	1.9	-8.4	-3.0	1.8	11.8	-2.8	9.1	-7.9	-0.7
CCC(C)NC(=O)COC(=O)c1cc([N+](=O)[O-])ccc1Sc1nc(C)cs1 (stereo unspecified)	9.1	-5.3	25.3	-6.2	-3.8	12.7	-3.7	-11.1	1.7
Cc1ccc2c(C)c(C(=O)N(C)Cc3ccncn3)oc2c1C	-1.6	3.8	0.8	-3.0	-5.2	5.6	8.7	-1.6	2.5
Nc1ncc(Br)cc1S(=O)(=O)Nc1cc(C(F)(F)F)cc(C(F)(F)F)c1	-0.3	-14.2	-27.1	5.9	3.0	-10.4	6.1	1.1	-0.8
O=C(N/N=C/c1ccco1)c1cc(=O)[nH]c2ccccc12	-7.7	-10.4	9.6	-2.4	2.8	6.8	-2.7	2.7	-0.8
N#Cc1cccc(NC(=O)CNc2cccc(S(=O)(=O)N3CCCC3)c2)c1	0.1	-1.3	5.8	2.3	4.7	11.8	0.9	-18.9	-1.3
Nc1cc(=O)[nH]c(SCC(=O)NCC2CCCO2)n1 (stereo unspecified)	-0.4	13.4	-3.1	-4.6	-7.3	-10.1	5.7	2.8	-2.4
O=[N+]([O-])c1ccc2nc(/C=C/c3ccc(Cl)cc3)[nH]c2c1	-56.7	-12.4	-31.1	-1.9	-21.0	28.3	0.3	4.9	-34.2
CCSc1ccccc1C(=O)n1nnc2ccccc21	-0.8	6.3	-3.8	-3.3	3.0	8.5	5.8	-15.5	-0.4
Cc1ccc(C(=O)N2CCC3(CC2)Oc2ccc(F)cc2C(=O)C32CC(c3cccnc3)=NO2)s1 (stereo unspecified)	-0.1	0.2	0.8	-1.1	-3.5	0.1	5.0	11.4	0.0
CC(C)Cn1cnc2c(c1=N)C(c1ccccc1)C1=C(CC(C)(C)CC1=O)O2 (stereo unspecified)	-4.4	0.7	7.2	2.3	-3.0	2.3	0.2	-11.6	-0.4
Cc1noc(C)c1S(=O)(=O)N(C)C[C@H]1Oc2ccc(NS(=O)(=O)c3ccccc3)cc2C(=O)N([C@H](C)CO)C[C@@H]1C	·	·	·	3.2	19.1	13.3	2.0	·	·
Fc1ccc(Nc2nnc(C(F)(F)F)s2)cc1	9.7	-1.3	4.3	0.4	1.5	-14.4	-4.7	10.1	-2.5
Fc1ccc(CSc2nnc(-c3ccncc3)o2)cc1	2.1	-2.4	1.7	-4.9	3.1	-3.1	9.6	5.9	-0.9
c1ccc(-c2noc(CN3CCCC(OCc4ccccn4)C3)n2)cc1 (stereo unspecified)	0.0	2.7	8.4	2.0	-1.1	-41.4	-1.1	-3.7	1.6
CC(NC(=O)C12CC3CC(CC(C3)C1)C2)c1ccc2c(c1)OCCO2 (stereo unspecified)	-11.4	2.8	-1.5	3.2	-0.5	0.2	6.1	1.2	-5.8
CCOc1ccc(N(CC(=O)NCCSCc2ccco2)S(=O)(=O)c2ccc(F)cc2)cc1	6.2	-1.4	-3.5	2.7	1.4	0.4	-2.3	13.6	-0.8
COc1ccc(NC(=O)Nc2cccc(F)c2)c(OC)c1	-0.9	4.7	1.7	-10.2	8.5	9.0	-0.4	-7.1	-4.5
c1ccc2c(c1)CCCC2C1=NCCN1 (stereo unspecified)	0.3	2.9	4.1	2.4	-5.3	-1.8	-0.2	18.0	-3.6
O=S(=O)(NCCCCCNS(=O)(=O)c1ccccc1)c1ccccc1	-8.8	-16.2	14.8	-5.0	3.0	2.8	2.9	5.4	0.1
O=C(Nc1ccc(F)cc1)c1ccc2nc[nH]c2c1	0.0	-7.5	-10.8	-2.9	6.0	4.9	-0.4	-33.3	-0.6
COC(=O)CN1C(c2ccc(OC)cc2)=Nc2ccc(Cl)cc2C1c1ccccc1 (stereo unspecified)	3.2	-1.8	0.5	0.6	1.8	6.6	5.5	2.8	-2.8
O=C(O)CCn1c(=S)n(CCC(=O)O)c2ccccc21	0.3	1.4	6.9	-1.8	1.7	0.6	11.7	-10.0	3.1
O=c1c2ccccc2nc(/C=C/c2ccccc2)n1CCCO	3.9	4.7	-1.1	-3.0	2.9	4.2	14.9	-15.9	2.5
Cc1ccc(Cn2c(C3CCCN3c3nc(-c4cc(Cl)c(N)c(Cl)c4)cs3)nc3cc(C(=O)NCCCO)ccc32)cc1 (stereo unspecified)	-15.0	2.1	3.6	-3.6	-10.8	10.6	-4.1	10.1	-8.2
Cc1cccc(NC(=O)c2cc(NC(=O)C3CCCCC3C(=O)O)ccc2N2CCOCC2)c1 (stereo unspecified)	7.4	1.1	3.9	0.8	-2.9	2.9	-4.3	7.6	0.7

Single entries from the results shown.
Result for Cc1cccc(NC(=O)c2cc(NC(=O)C3CCCCC3C(=O)O)ccc2N2CCOCC2)c1 (stereo unspecified) under PREPL inh: 2.9
Result for O=c1c2ccccc2nc(/C=C/c2ccccc2)n1CCCO under GSTO1 inh: -1.1

Next section.
SMILES	LYPLA2 counter	EBNA-1 inhibitor	GSTO1 inh	PAD4 inh	PAFAH2 inh	PREPL inh	PAFAH1B3 inh	ZTA counter	LYPLA1 inh
O=C1CC(c2ccccc2)CC(=O)C1CS(=O)(=O)c1ccccc1 (stereo unspecified)	-5.7	-1.3	11.4	-2.1	1.3	3.5	16.1	-8.3	-1.6
CC(=O)N1CCN(CC(=O)Nc2ccc(Cl)c(S(=O)(=O)N(C)C)c2)CC1	-5.2	6.9	4.8	1.4	-2.4	0.7	3.9	14.3	-3.5
Cc1nc(NC(=S)NC(=O)c2ccco2)sc1C(=O)N(C)C	3.7	-8.9	3.6	-2.1	-0.6	9.5	15.3	-17.7	1.7
COC(=O)c1ccc(C23CC4(C2)[C@H](CN(Cc2cccnc2)[C@@H]4c2ccccc2)C3c2ccc(Cl)nc2)cc1 (stereo partly specified)	-9.0	5.5	-2.4	-1.1	-5.5	-18.1	-0.9	-0.3	-3.3
O=C(CCn1ccnc1)Nc1ccc2ccccc2c1	4.1	1.5	-5.8	2.4	3.8	5.9	-2.6	4.6	0.2
Cn1c(CCc2nc3ccccc3[nH]2)n[nH]c1=S	-1.9	-0.5	9.1	-5.5	2.3	-2.1	4.2	17.6	-1.9
CCC(CO)n1cnnc1-c1ccncc1 (stereo unspecified)	1.7	-16.9	-3.1	-4.5	-7.6	12.4	2.9	3.0	1.6
COCCCC1CCN(C(=O)C2CCC(=O)N(CCc3ccccc3)C2)CC1 (stereo unspecified)	4.3	6.4	4.0	2.0	-0.7	5.2	1.7	3.5	3.3
O=C(C1=C[C@@H](c2ccccc2)C[C@@H](OCc2ccc(CO)cc2)O1)N1CCN(Cc2ccc3c(c2)OCO3)CC1	-1.3	7.7	-0.1	6.3	5.4	50.7*	12.9	-11.0	1.7
COC(=O)c1ccc(NC(=O)C(=O)NCC2CCCO2)cc1 (stereo unspecified)	2.6	-2.9	4.0	1.4	-2.3	11.6	6.9	-2.8	-3.8
C[C@H]1CN([C@@H](C)CO)C(=O)c2cc(NC(=O)CCN3CCOCC3)ccc2O[C@H]1CN(C)C(=O)Nc1ccc(F)cc1	·	·	·	2.3	2.5	13.1	20.9	·	·
O=C(CSc1ncccn1)Nc1ccc2c(c1)CCC2	5.0	-0.8	-3.7	2.0	-5.6	0.7	5.6	1.3	3.0
Cc1cccc(C)c1NC(=S)NCCc1ccc(O)c(O)c1	1.0	4.4	37.7*	-1.3	-1.3	6.0	7.5	-15.2	1.9
CCCN(S(=O)(=O)c1ccccc1F)S(=O)(=O)c1ccccc1Br	3.2	-1.7	2.7	0.5	-6.7	-9.4	-2.7	-9.0	2.8
Cc1c(CNC(=O)c2c([N+](=O)[O-])cnn2C)cnn1C	3.3	6.6	0.4	-1.7	-1.6	3.6	1.1	-1.6	1.9
CCOc1ccccc1NC(=O)N1CCCC(c2nc(-c3ccc(C)o3)no2)C1 (stereo unspecified)	2.0	-8.7	6.7	0.4	7.5	-0.8	3.9	-11.0	0.6

Screening data as filed in PubChem.

Some of the compounds tested; the hit share may differ from the screen's.
